BB579 growth dn: chemicals that inhibit yeast BB579 growth in restrictive medium (lifespan-shortening candidates); S. cerevisiae BB579 growth, OD615, 48 h; inhibition, % at 10 µM; actives 0.51% (n = 140,000);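 active = inhibition above a set limit, 3 SD over the mean compound inhibition, cut at about 44% in these data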; note: inactives centre near -24
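Detection: OD615 turbidity measurement; Material: Saccharomyces cerevisiae DeaD strain BB579, replicative lifespan model yeast; Timing: 48 h exposure, 30 °C; Doses: single 10 µM dose; Medium: CSMM-D restrictive synthetic medium containing dextrose (glucose); Controls: amphotericin B at 10 µg/mL as positive control.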
GALR2 antag: GALR2 (human) receptor antagonism; O43603; GALR2-expressing cells, antagonist mode; inhibition, % at 4 µM; actives 0.39% (n = 140,000); in the data active = inhibition above about 27%;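 note: cells stimulated with galanin 1-16 at roughly its EC80; 0% = agonist challenge control and 100% = basal control without agonist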
Target sequence (O43603 whole entry, looked up): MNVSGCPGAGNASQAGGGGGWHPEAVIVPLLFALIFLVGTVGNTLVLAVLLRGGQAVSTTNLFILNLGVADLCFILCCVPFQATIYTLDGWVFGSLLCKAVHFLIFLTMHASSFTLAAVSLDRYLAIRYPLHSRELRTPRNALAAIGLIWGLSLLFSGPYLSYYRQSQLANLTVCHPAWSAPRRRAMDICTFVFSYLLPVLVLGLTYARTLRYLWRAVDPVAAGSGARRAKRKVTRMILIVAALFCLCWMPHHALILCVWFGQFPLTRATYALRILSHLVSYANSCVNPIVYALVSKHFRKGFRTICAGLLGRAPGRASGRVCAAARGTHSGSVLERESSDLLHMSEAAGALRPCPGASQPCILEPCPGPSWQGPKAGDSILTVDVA
Measles CPE: protection of cells from measles virus | Measles virus-infected cells, CPE protection, absorbance | protection (pct of control), % at 4 µM | actives 1.5% (n = 140,000) | AID 841; in the data active = protection mostly above about 24%, no sharp cut-off; inactive = mostly below about 26%; note: some compounds called inactive have numbers as strong as hits
MRP-1 activ: activates MRP-1; H69AR cells + doxorubicin, viability rescue, CellTiter-Glo; viability increase, % at 10 µM; actives 0.61% (n = 140,000);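 active = viability gain under doxorubicin at or above a set limit, the compound median plus 3 SD, cut at about 4.7% in these data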;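 note: MRP-1 overexpressing cells given doxorubicin 25 µM after compound pretreatment; 18-22 h compound pretreatment then 72 h with doxorubicin before readout; 0% = doxorubicin-only wells and 100% = vehicle-treated cells without doxorubicin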
Phagocyt inh: macrophage phagocytosis inhibition | J774A.1 macrophage IgG-bead phagocytosis, imaging | inhibition, % at 5 µM | actives 0.07% (n = 110,000);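 active = inhibition above the mean of the plate negative controls plus 5 SD, cut at about 13% in these data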;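 note: phagocytic index as fraction of beads internalized from green versus red external bead signal; plate controls were DMSO negative control for no effect and cytochalasin-D positive control for full effect; some results beyond the cut were filed as inactive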
HCT116 bCat-KO: beta-catenin-lacking colon tumor cell growth suppression | HCT116 beta-catenin knockout viability, CellTiter-Glo, 60 h; active compounds read low | viability, % at 10 µM | actives 1.5% (n = 140,000) | AID 818;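 active = viability at or under a set limit, the compound median less 4 SD, cut at about 6% in these data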;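 note: 0% = Hyamine 1622 control at 20 µM and 100% = untreated cell control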
E-sel TNF inh: blocks E-selectin expression induced by TNF alpha; HUVEC TNFa-induced E-selectin immunofluorescence, high content; inhibition, % at 2 µM; AID 1246; actives 0.71% (n = 120,000);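 active = inhibition above the batch mean plus 3 SD, and confirmed as a hit on visual image review, cut at about 43% in these data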;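 note: 0% = TNF-stimulated DMSO wells and 100% = unstimulated control wells; not every result past the cut was called active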
HCT116 PTEN-null: PTEN-deleted cell growth suppression. HCT116 PTEN-null viability, CellTiter-Glo, 60 h; active compounds read low. actives 1.2% (n = 140,000). AID 827. viability, % at 10 µM;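 active = viability at or below a set limit, 4 SD under the median of all tested compounds, cut at about 3.7% in these data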;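 note: PTEN knockout HCT116 line with beta catenin targeted HCT116 as companion control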
NPY Y2 blocker: antagonists of human neuropeptide Y receptor Y2; inhibition, % at 2.7 µM; P49146; NPY-Y2 expressing cells, antagonist mode; actives 0.99% (n = 140,000); in the data active = inhibition above about 17%;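 note: 0% = vehicle with agonist challenge and 100% = reference antagonist with challenge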
Target sequence (P49146 whole entry, looked up): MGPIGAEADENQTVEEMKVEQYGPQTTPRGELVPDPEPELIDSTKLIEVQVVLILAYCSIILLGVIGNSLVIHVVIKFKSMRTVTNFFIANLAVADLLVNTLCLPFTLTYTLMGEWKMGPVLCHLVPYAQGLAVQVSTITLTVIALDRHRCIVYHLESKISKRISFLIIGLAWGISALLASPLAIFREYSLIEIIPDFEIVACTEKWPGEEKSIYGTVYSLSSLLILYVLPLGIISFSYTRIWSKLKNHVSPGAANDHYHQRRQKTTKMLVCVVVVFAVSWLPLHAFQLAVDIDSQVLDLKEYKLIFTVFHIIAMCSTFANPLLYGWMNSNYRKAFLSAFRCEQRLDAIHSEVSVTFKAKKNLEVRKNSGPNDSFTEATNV
Yeast life ext: yeast lifespan extension. S. cerevisiae growth with nicotinamide, OD615; deaD strain in restrictive glucose medium. inhibition of the nicotinamide effect, % at 10 µM. actives 0.68% (n = 130,000). AID 775;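 active = inhibition above a set limit, placed 3 SD over the median of all compounds, cut at about 26% in these data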;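 note: 0% = nicotinamide-treated wells and 100% = cells grown without nicotinamide; some compounds called inactive have numbers as strong as hits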
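Material: Modified budding yeast, DeaD strain | Medium: Restrictive glucose medium | Probe or stimulus: 1.5 mM nicotinamide | Dosing: Single dose 10 µM compound, 0.25% DMSO | Times: 48 h at 30 °C | Technique: OD615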
Active calls of the source: *; nt = no result given.

Start of the data: the first 2 compounds, to show the layout:
canonical_smiles	BB579 growth dn	GALR2 antag	Measles CPE	MRP-1 activ	Phagocyt inh	HCT116 bCat-KO	E-sel TNF inh	HCT116 PTEN-null	NPY Y2 blocker	Yeast life ext
COc1cc(/C=C/C(C)=O)cc(OC)c1OC	-69	12	6	-2.0	-1	77	8	86	-1	-4
Cc1cccc(OCC(=O)Nc2ccccc2-c2ccccc2)c1	-33	1	11	-3.0	-3	78	nt	82	7	1

The listing, repeating the preview:
canonical_smiles	BB579 growth dn	GALR2 antag	Measles CPE	MRP-1 activ	Phagocyt inh	HCT116 bCat-KO	E-sel TNF inh	HCT116 PTEN-null	NPY Y2 blocker	Yeast life ext
COc1cc(/C=C/C(C)=O)cc(OC)c1OC	-69	12	6	-2.0	-1	77	8	86	-1	-4
Cc1cccc(OCC(=O)Nc2ccccc2-c2ccccc2)c1	-33	1	11	-3.0	-3	78	nt	82	7	1
O=C(COC(=O)CCCSc1nc2ccccc2[nH]1)Nc1cccc(F)c1	-15	-3	12	-0.8	-11	88	-16	89	3	-3
COc1ccccc1NC(=O)Cn1nc(-c2ccc(Cl)cc2)c2ccccc2c1=O	-21	-5	8	-4.9	-1	9	-3	14	15	-10
O=C(NC1CCCCC1)C(c1ccc(F)cc1)N(Cc1ccccc1)C(=O)CN1C(=O)c2ccccc2S1(=O)=O (stereo not given)	-28	1	10	-5.2	-9	30	26	23	5	12
Cc1onc(-c2ccccc2Cl)c1C(=O)N(C)C1CCCCC1	-25	8	22	-2.7	0	64	-9	71	2	0
O=C(CSc1nnc(-c2cccnc2)n1-c1ccccc1)Nc1ccccc1	-40	2	5	-3.5	nt	86	0	101	1	nt
COc1ccc(N2CCN(c3ccc(NC(=O)c4ccc5c(c4)OCO5)cc3C#N)CC2)cc1	-36	11	5	0.2	2	100	-10	94	1	-9
CN1CCc2c(sc3c2C(=O)NC(c2cn(Cc4ccccc4)c4ccccc24)N3)C1 (stereo not given)	-53	0	3	-4.8	0	76	-10	70	7	-20
CCSc1nnc(NC(=O)Cc2ccccc2OC)s1	-62	15	40	-0.7	nt	107	0	102	9	-1
O=C1C(c2ccc(F)cc2)N(Cc2ccc3c(c2)OCO3)C(=O)CN1C1CCCC1 (stereo not given)	-32	3	27	-0.9	-2	85	10	83	3	-6
O=C(NC1=NCCS1)c1ccc(OCC2CCCO2)cc1 (stereo not given)	-60	-8	4	-0.9	-2	96	-6	90	2	-20
COc1cc(OC)nc(NC2OC(=O)c3ccccc32)n1 (stereo not given)	-4	-7	25	-0.3	3	109	-51	100	3	5
COc1ccc(OCCCC(=O)N2CCCc3ccccc32)cc1	-69	-1	5	-0.3	5	98	0	98	2	-11
COc1ccc(N2C(=O)CSC2c2cccs2)cc1 (stereo not given)	-5	2	5	-2.1	-2	86	-13	101	1	3
Cc1nc(N2CCN(S(=O)(=O)c3cccc4nonc34)CC2)c2c3c(sc2n1)CCCC3	-42	-6	11	-1.5	-1	82	-19	70	1	-1
CC(C)[C@H](NC(=O)c1ccccc1)C(=O)OCC(=O)N1CC2(C)CC1CC(C)(C)C2 (stereo not given in full)	1	13	3	-0.8	-3	97	nt	89	0	1
O=C(c1cccc(C(F)(F)F)c1)N1CCCC1	-6	-2	10	-0.8	0	98	-22	94	1	-7
COCC(C)n1c(C)cc(C(=O)COC(=O)c2ccc3c(c2)NC(=O)CS3)c1C (stereo not given)	1	0	5	-1.1	1	59	-23	56	9	9
CCOC(=O)c1c(NC(=O)C2COc3ccccc3O2)sc2c1CCN(Cc1ccccc1)C2 (stereo not given)	-33	-3	6	3.7	-5	38	nt	52	5	-5
Cn1c2c(c(=O)n(C)c1=O)C(CC(=O)Nc1ccccc1)C(=O)N2 (stereo not given)	-15	-5	1	-0.1	0	110	-5	97	1	-6
Cc1oc2c(C)c(O)ccc2c(=O)c1N1C(=O)c2ccccc2C1=O	-8	5	4	-2.3	-1	90	nt	97	1	0
O=C(Cn1ccsc1=NC(=O)C(F)(F)F)c1ccccc1	-37	5	3	-1.5	-2	108	-23	92	1	-26
Cc1ccc(OCc2nc(C#N)c(NCc3ccco3)o2)cc1	-31	8	2	-0.5	-1	92	-8	109	6	-12
COC(=O)C1=C(N)OC2=C(C(=O)CCC2)C1c1cccs1 (stereo not given)	-26	-7	4	-1.0	0	86	-10	89	1	34
COc1cccc(C2N(c3ccc(Cl)cc3)C(=O)C3CCCN32)c1 (stereo not given)	-33	10	9	-3.2	nt	89	nt	103	-2	-7
CCC(C)NCCOCCOc1ccc(Cl)c(C)c1C (stereo not given)	-4	-12	2	-4.9	-3	63	12	73	4	1
COc1ccc(Br)cc1CNC(=O)C1CCN(S(=O)(=O)N2CCC(C)CC2)CC1	-33	1	12	-0.5	-1	80	2	75	0	3
COc1ccc(N2CC(C(=O)NCCCN3CCOCC3)CC2=O)cc1 (stereo not given)	-15	4	22	-1.2	nt	100	24	104	4	15
CCOC(=O)c1[nH]c2cc(OC)c(OC)cc2c1NC(=O)CN1CCN(c2ccc(OC)cc2)C(C)C1 (stereo not given)	-39	-5	15	-5.1	0	83	1	68	-3	-8
O=[N+]([O-])c1ccc(S(=O)(=O)Nc2ccc(-c3csc(-c4ccccc4)n3)cc2)cc1	-51	-12	6	1.1	nt	68	23	61	-3	-9
CCc1ccccc1NS(=O)(=O)c1ccc2[nH]cc(C(=O)NCC3CCCO3)c(=O)c2c1 (stereo not given)	-39	2	14	-2.8	nt	87	-22	82	0	-12
COc1cc(-c2nc(-c3ccccc3)c(-c3cc([N+](=O)[O-])ccc3C)[nH]2)cc(OC)c1OC	-37	-6	7	-0.5	nt	64	-23	59	-1	nt
CCN(CC)c1ccc(/C=N/N2CCN(Cc3ccc(C)cc3)CC2)c(O)c1	-28	6	19	-2.3	nt	60	-9	59	6	-15
CCOC(=O)c1sc2nc(SCC#N)n(CC3CCCO3)c(=O)c2c1C (stereo not given)	-41	-2	8	-2.3	1	6.0*	-28	11	8	1
O=C(NCCN1CCOCC1)c1cc(-c2cccs2)on1	-22	-3	6	-5.5	nt	60	13	59	3	0
O=C(Nc1cccc(-c2nnc(-c3ccco3)o2)c1)C(c1ccccc1)c1ccccc1	-77	-1	8	1.2	0	48	-11	48	4	-13
O=C(N/N=C/c1ccc(-c2cccc(C(F)(F)F)c2)o1)c1ccccc1O	-31	1	14	-5.3	nt	10	nt	3.1*	1	2
N#CCCn1cc(/C=N/NC(=O)c2ccncc2)c(-c2ccc(F)cc2)n1	-4	-6	9	0.6	-7	102	nt	105	0	1
CC(Sc1nnnn1-c1ccccc1)C(=O)Nc1ccccc1-c1ccccc1 (stereo not given)	-42	1	7	-1.6	-10	85	nt	80	6	4
COC(=O)CNC(c1ccccc1)c1cc(C)ccc1NC(=O)CNC(=O)OCc1ccccc1 (stereo not given)	-67	-2	12	-1.1	0	79	-14	87	38*	-4
COc1cc2c(cc1NC(=O)/C=C/c1ccccc1)oc1ccccc12	-17	2	2	-2.2	-3	92	3	86	1	-6
CCc1cc2c(NC(C(=O)O)C(C)C)ncnc2s1 (stereo not given)	-31	0	6	-0.7	-2	96	-33	106	1	-5
COc1ccc(OC)c(NC(=O)C(=O)NCCC2=CCCCC2)c1	-24	1	4	1.4	-5	94	8	95	5	-7
COc1ccc(NC(=O)c2ccc(-c3ccccc3C(F)(F)F)o2)cc1	-43	-5	6	-1.2	nt	84	nt	91	9	-4
CN(C)CCCNC(CC(=O)Nc1cccc([N+](=O)[O-])c1)C(=O)O (stereo not given)	-63	-17	8	-0.5	4	97	-3	95	1	6
O=C(NCc1cccnc1)c1ccc2c(c1)OCO2	-9	1	24	-1.4	-3	94	18	101	-3	0
O=C(O)c1ccc(NC(=S)NC(NC(=O)c2ccco2)C(Cl)(Cl)Cl)cc1 (stereo not given)	-21	-7	18	1.1	1	96	22	98	3	-9
Cc1ccc(SCC(=O)Nc2ccc(N3CCN(C)CC3)c(F)c2)cc1	-29	-13	7	-0.5	-2	91	-12	100	1	-28
COc1ccc(-n2nc([N+](=O)[O-])c(=NCc3ccc4c(c3)OCO4)n2O)cc1	3	6	12	-2.8	-11	90	nt	99	9	-1

(next part)
canonical_smiles	BB579 growth dn	GALR2 antag	Measles CPE	MRP-1 activ	Phagocyt inh	HCT116 bCat-KO	E-sel TNF inh	HCT116 PTEN-null	NPY Y2 blocker	Yeast life ext
Cc1ccc(SCC2(O)CCN(C(=O)c3ccc(Cl)cc3)CC2)cc1	-44	-1	12	-1.4	nt	68	-14	71	7	8
CC(/C=N/NC(=O)Cc1cc(=O)[nH][nH]1)=C\c1ccccc1	12	-24	21	-2.2	0	88	-9	90	0	-22
O=C(Nc1ccc([N+](=O)[O-])cc1)C1(c2ccccc2)CCOCC1	-16	17	22	-3.1	-7	95	-47	95	1	4
OC(CCCN1CCC(O)(c2ccc(Cl)cc2)CC1)c1ccc(F)cc1 (stereo not given)	-16	-4	30	-2.1	nt	0.6*	nt	0.7*	5	4
CCS(=O)(=O)N1CCN(CC2CC3C=CC2C3)CC1 (stereo not given)	-15	-16	4	-1.4	0	97	-6	99	3	-15
Cc1cccc(-c2c3c(=O)n(C)c(=O)n(C)c3c3cccnn23)c1	-50	4	6	0.1	-1	86	-24	103	0	-8
O=C(COC(=O)c1ccc(Br)cc1)NCc1ccccc1	-22	0	9	2.5	-13	99	-2	96	4	0
COc1cc(-c2noc(CCCC(=O)NCc3ccccc3)n2)cc(OC)c1OC	-20	-15	11	-2.5	3	88	17	88	5	-10
O=c1[nH]c(=O)n(CCOc2ccc(Cl)cc2)cc1Br	-61	15	13	4.6	nt	90	-33	93	3	2
O=C1/C(=C/Nc2cccc([N+](=O)[O-])c2)CCc2ccccc21	-31	13	7	-2.2	-4	76	-13	81	5	0
CCOC(=O)CS(=O)(=O)c1nc(-c2ccccc2)cc(C(F)(F)F)n1	-45	59*	6	-0.6	-1	93	67*	95	3	nt
COC(=O)C(Cc1ccc(OC(=O)c2ccc(C(F)(F)F)cc2)cc1)N1Cc2ccccc2C1=O (stereo not given)	-33	-7	6	1.3	nt	90	31	89	7	-2
CCOC(=O)C1CCCN(CC(=O)Nc2c(C(=O)OC)[nH]c3ccc(C)cc23)C1 (stereo not given)	-24	-8	38	0.3	0	68	-19	66	1	-14
COc1ccc(CNc2ccc(C)cc2)cc1Br	-66	-8	15	1.4	nt	86	2	100	2	nt
O=c1cc(-c2ccccc2)nc2nc[nH]n12	-5	-2	1	-0.5	-1	92	1	98	2	-3
O=C(NCCC1=CCCCC1)C1CCCN(S(=O)(=O)c2cnc[nH]2)C1 (stereo not given)	26	9	12	-2.2	0	98	-7	91	-2	-5

High-throughput results (PubChem)
